Bioassay records deposited in PubChem by several laboratories.
Rad51 HR inh – Rad51 (human) homologous recombination inhibition. Q06609. hRad51 DNA strand exchange, fluorescence dequenching. inhibition, % at 10 µM. actives 0.085% (n = 200,000). AID 1385;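 active means inhibition above 40% at the single screening dose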;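 further: 0% = DMSO control wells and 100% = blanks with heterologous ssDNA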
Target sequence (Q06609 whole entry, looked up): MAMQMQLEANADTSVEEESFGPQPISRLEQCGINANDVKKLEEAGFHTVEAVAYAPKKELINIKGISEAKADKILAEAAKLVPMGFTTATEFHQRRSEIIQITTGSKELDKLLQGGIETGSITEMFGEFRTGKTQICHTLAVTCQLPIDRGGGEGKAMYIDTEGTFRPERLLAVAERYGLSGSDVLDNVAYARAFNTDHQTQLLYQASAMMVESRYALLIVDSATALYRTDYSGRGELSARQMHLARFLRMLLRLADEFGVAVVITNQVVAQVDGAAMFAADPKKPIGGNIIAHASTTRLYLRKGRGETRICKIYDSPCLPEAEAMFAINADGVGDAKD
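Material: human Rad51–ssDNA filaments; Probe or stimulus: labelled 47-mer dsDNA for strand exchange; Doses: single 10 µM dose; Incubation: 37 °C 15-min filament assembly, 30-min compound preincubation, 15-min exchange; Technique: FRET fluorescence dequenching, excitation 485 nm, emission 520 nm; Measure: Fluorescence-based percent inhibition, control- and blank-normalised; Benchmarks: plate control and blank wells.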
FXIa inh – inhibitors of human coagulation factor XIa; purified FXIa, Boc-Glu-Ala-Arg-AMC fluorogenic substrate; inhibition, % at 5 µM; P03951; AID 798; actives 0.14% (n = 220,000);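 active means inhibition of at least 40%; inactive means inhibition below 40%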;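 further: fluorescence of freed AMC excited at 355 nm; 0% = enzyme without compound and 100% = no enzyme blank; many of its hits are not listed in these tables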
p97 ATPase inh – blocks human p97 ATPase activity | P55072 | recombinant p97 ATPase, Kinase-Glo ATP luminescence, 3 h | inhibition, % at 8 µM | actives 0.42% (n = 220,000); in the data active means inhibition above about 15%;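 further: 0% = DMSO vehicle and 100% = wells lacking enzyme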
14-3-3 Bad PPI – disrupts binding of bovine 14-3-3 zeta to phospho-Bad peptide. P63103. TR-FRET 14-3-3zeta/Dy647-pBad peptide displacement, 1 h. inhibition, % at 21.7 µM. actives 0.71% (n = 220,000);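 active means inhibition above about 70%, limit read from the data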;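 further: 0% = full 14-3-3 plus peptide FRET controls and 100% = background without 14-3-3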
MDM2 E3 inh – Mdm2 E3 ligase (human) inhibition; cell-based MDM2 ubiquitination luciferase reporter, 2 h; 0 = plate control, 100 = twice control, blank-subtracted; Q00987; actives 0.11% (n = 210,000); signal enhancement, % at 5 µM; AID 1230;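 active means signal enhancement of 30% or more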;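 further: luminescence tracks abundance of the self-degrading MDM2-luciferase fusion protein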
Target sequence (Q00987 whole entry, looked up, the tested form may be a part): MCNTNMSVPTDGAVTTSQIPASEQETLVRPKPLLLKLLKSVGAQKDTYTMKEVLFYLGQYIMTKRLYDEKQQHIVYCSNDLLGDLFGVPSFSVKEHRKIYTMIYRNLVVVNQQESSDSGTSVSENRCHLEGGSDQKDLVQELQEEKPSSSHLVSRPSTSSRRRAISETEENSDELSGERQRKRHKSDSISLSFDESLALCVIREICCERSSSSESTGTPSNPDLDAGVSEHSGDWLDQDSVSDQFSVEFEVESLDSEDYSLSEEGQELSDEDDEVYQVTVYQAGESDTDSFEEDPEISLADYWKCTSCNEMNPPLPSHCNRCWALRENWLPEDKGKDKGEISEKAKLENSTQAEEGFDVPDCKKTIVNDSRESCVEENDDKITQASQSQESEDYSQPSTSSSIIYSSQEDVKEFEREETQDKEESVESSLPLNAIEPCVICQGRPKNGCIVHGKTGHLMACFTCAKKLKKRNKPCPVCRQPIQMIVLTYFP
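Timing – 2 h compound exposure at 37 °C · Assay system – mammalian cells stably expressing self-ubiquitinating, self-degrading MDM2 E3–luciferase fusion · Amount – 2000 cells seeded into each well · Measure – % luminescence enhancement versus blank-corrected plate control mean · Measured by – SteadyLite luminescence, 15 min reagent step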
eIF4E 4G PPI – blocks eIF4E binding to eIF4G | P63073+Q04637 | TR-FRET eIF4E-eIF4GI(517-606) binding, 2 h | inhibition, % at 21.7 µM | actives 0.37% (n = 220,000);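 active means inhibition above about 30%, limit read from the data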;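 further: 0% = full FRET control wells and 100% = background wells lacking eIF4GI fragment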
FXIIa inh 1536 – factor XIIa (human) inhibition | P00748 | purified FXIIa, Boc-QGR-AMC fluorogenic substrate, 2 h | inhibition, % at 5 µM | actives 0.3% (n = 220,000); in the data active means inhibition above about 40%;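 further: 0% = enzyme with no compound and 100% = blank without enzyme; many of its hits are not listed in these tables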
Wee1 stabilizer – human Wee1 degradation inhibition, primary screen; P30291; HeLa Luc-Wee1K328M stability, luciferase luminescence; 100% = proteasome inhibitor MG132 effect; actives 1.2% (n = 220,000); AID 1321; reporter increase, % at 5 µM;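 active means activation above the mean of all tested compounds plus 3 SD, set per screening run, cut at about 8.8% in these data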;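 further: cells exposed to compound for 20 h before luminescence read; 0% = DMSO alone and 100% = MG132 at 30 µM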
KLK5 inh – blocks human kallikrein 5 protease activity. AID 873. recombinant hK5, fluorogenic AMC substrate cleavage. actives 0.59% (n = 210,000). Q9Y337. inhibition, % at 5 µM;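 active means inhibition of 40% or more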;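 further: 0% = enzyme controls without compound and 100% = no-enzyme blanks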
* marks the source's active call; other numbers are inactive results; x = not tested or not shown; [ ] = remark or other dose. Random draw from the library, and some 3.5% of all compounds hit somewhere here.

| nr | molecule | Rad51 HR inh | FXIa inh | p97 ATPase inh | 14-3-3 Bad PPI | MDM2 E3 inh | eIF4E 4G PPI | FXIIa inh 1536 | Wee1 stabilizer | KLK5 inh |
| --- | --- | --- | --- | --- | --- | --- | --- | --- | --- | --- |
| 1 | CC(c1ccccc1)C1CC(=O)N(c2ccc(C(=O)O)cc2)C1=O (stereo not drawn) | 15 | 9 | -1 | 12[fluorescence artefact?] | 8 | 6[fluorescence artefact?] | 19 | -2 | 2 |
| 2 | O=C(Cn1nnc(-c2ccc(CN3CCOCC3)cc2)n1)N1CCCc2ccccc21 | 6 | -2 | -2 | 1 | -5 | 1 | 8 | 1 | -10 |
| 3 | O=C(C1CCCN(S(=O)(=O)c2cccc3nsnc23)C1)N1CCc2ccccc21 (stereo not drawn) | x | -1 | 2 | 10 | -16 | 4 | 1 | -1 | -15 |
| 4 | CCOC(=O)C1(CCc2ccccc2)CCN(C(=O)c2occc2C)CC1 | x | 0 | 2 | -15 | 2 | 4 | 11 | 4 | 11 |
| 5 | O=C(CSc1nnc(C2CC2)n1-c1ccccc1)NCCc1ccc(F)cc1 | -1 | 1 | -1 | -4[fluorescence artefact?] | -9 | -5 | 4 | 1 | 9 |
| 6 | Cn1cc(CCNC(=O)CCc2nnc(CCCCc3ccccc3)o2)cn1 | x | -1 | 5 | 1 | -15 | 0 | 10 | 3 | 2 |
| 7 | COc1ccc(C(=O)Nc2ccc(S(=O)(=O)NC(C)C)cc2)cc1 | -9 | -17 | 1 | 5 | -13 | 3 | 0 | -1 | -23 |
| 8 | O=C(NCC(=O)N(c1cccnc1)C(C(=O)NC1CCCC1)c1ccc(F)cc1)c1ccco1 (stereo not drawn) | -89 | -4 | 2 | -13 | -4 | -1 | 4 | 5 | 1 |

Records 6 to 8 from above:
| nr | molecule | Rad51 HR inh | FXIa inh | p97 ATPase inh | 14-3-3 Bad PPI | MDM2 E3 inh | eIF4E 4G PPI | FXIIa inh 1536 | Wee1 stabilizer | KLK5 inh |
| --- | --- | --- | --- | --- | --- | --- | --- | --- | --- | --- |
| 6 | Cn1cc(CCNC(=O)CCc2nnc(CCCCc3ccccc3)o2)cn1 | x | -1 | 5 | 1 | -15 | 0 | 10 | 3 | 2 |
| 7 | COc1ccc(C(=O)Nc2ccc(S(=O)(=O)NC(C)C)cc2)cc1 | -9 | -17 | 1 | 5 | -13 | 3 | 0 | -1 | -23 |
| 8 | O=C(NCC(=O)N(c1cccnc1)C(C(=O)NC1CCCC1)c1ccc(F)cc1)c1ccco1 (stereo not drawn) | -89 | -4 | 2 | -13 | -4 | -1 | 4 | 5 | 1 |

Complete entries, quoted from the list. Order of screens: Rad51 HR inh	FXIa inh	p97 ATPase inh	14-3-3 Bad PPI	MDM2 E3 inh	eIF4E 4G PPI	FXIIa inh 1536	Wee1 stabilizer	KLK5 inh
Record of O=C(Cn1nnc(-c2ccc(CN3CCOCC3)cc2)n1)N1CCCc2ccccc21 : 6	-2	-2	1	-5	1	8	1	-10
Record of CC(c1ccccc1)C1CC(=O)N(c2ccc(C(=O)O)cc2)C1=O (stereo not drawn) : 15	9	-1	12[fluorescence artefact?]	8	6[fluorescence artefact?]	19	-2	2
Record of CCOC(=O)C1(CCc2ccccc2)CCN(C(=O)c2occc2C)CC1 : x	0	2	-15	2	4	11	4	11
Record of O=C(CSc1nnc(C2CC2)n1-c1ccccc1)NCCc1ccc(F)cc1 : -1	1	-1	-4[fluorescence artefact?]	-9	-5	4	1	9
Record of O=C(C1CCCN(S(=O)(=O)c2cccc3nsnc23)C1)N1CCc2ccccc21 (stereo not drawn) : x	-1	2	10	-16	4	1	-1	-15

Next compounds follow.
| nr | molecule | Rad51 HR inh | FXIa inh | p97 ATPase inh | 14-3-3 Bad PPI | MDM2 E3 inh | eIF4E 4G PPI | FXIIa inh 1536 | Wee1 stabilizer | KLK5 inh |
| --- | --- | --- | --- | --- | --- | --- | --- | --- | --- | --- |
| 9 | COC(=O)[C@H](CCSC)NC(=O)c1cccnc1SC | 8 | -11 | 0 | -4 | -22 | 2 | 6 | -1 | 0 |
| 10 | Cc1c(C(c2cccc(O)c2)c2c(C)n(C)n(-c3ccccc3)c2=O)c(=O)n(-c2ccccc2)n1C | 2 | -10 | -4 | 23 | -11 | 4 | -6 | 2 | -8 |
| 11 | CCCCN(CC)C(=O)c1cc2cc3ccc(OC)cc3nc2o1 | 3 | 1 | -6 | 1 | -19 | 4[fluorescence artefact?] | 8 | 2 | 0 |
| 12 | Cc1ccc(C(=O)NCCc2csc(-c3cccnc3)n2)cc1 | -1 | 1 | 0 | 6 | -14 | 5[fluorescence artefact?] | 9 | -4 | -21 |
| 13 | S=c1[nH]nc(Cc2noc3ccccc23)n1-c1ccc(Cl)cc1 | x | 1 | -1 | -5 | -10 | -1 | 12 | 0 | x |
| 14 | Cc1cc(C)nc(NS(=O)(=O)c2ccc(NC(=O)CSc3nc(-c4ccccc4)c(C#N)c(=O)[nH]3)cc2)n1 | 9 | 5 | 4 | 3 | -7 | 0 | 7 | -3 | -16 |
| 15 | Cn1c2c(c(=O)n(C)c1=O)C(C(F)(F)F)(C(F)(F)F)N=C(c1ccccc1Cl)N2 | 3 | -2 | 2 | -3 | -9 | 12 | 5 | -1 | -2 |
| 16 | CCCSc1nn2c(=O)c3ccccc3nc2s1 | -2 | -6 | 0 | 11 | -46 | 6 | -13 | -2 | -4 |

Remaining list, next part:
| nr | molecule | Rad51 HR inh | FXIa inh | p97 ATPase inh | 14-3-3 Bad PPI | MDM2 E3 inh | eIF4E 4G PPI | FXIIa inh 1536 | Wee1 stabilizer | KLK5 inh |
| --- | --- | --- | --- | --- | --- | --- | --- | --- | --- | --- |
| 17 | O=C(Nc1nnc(-c2ccc(Cl)cc2)o1)C1CCCCC1 | 9 | 2 | x | -5 | -7 | -15 | 9 | x | -2 |
| 18 | COC(=O)c1c(NC(=O)c2ccccc2)sc2c1CC(C)(C)OC2 | x | 7 | 2 | 2 | -1 | 2 | 14 | 9.4* | 3 |
| 19 | Cc1ccc(Nc2c3c(nc4ccccc24)CCC3)cc1 | 17 | 2 | -2 | -3 | -17 | 1 | 10 | 0 | -1 |
| 20 | COc1ccc(C(=O)Nc2c(Cl)cc(Cl)cc2C(=O)NCCN2CCOCC2)cc1 | -5 | 11 | -3 | 2 | -2 | 3 | 19 | -3 | -8 |
| 21 | Cc1c(N2C(=O)c3ccc(F)cc3C2=O)c(=O)n(-c2ccccc2)n1C | 3 | 1 | 2 | -2[fluorescence artefact?] | -6 | 2 | 7 | 9.6* | -9 |
| 22 | CCOCC(=O)N1CCN(c2cccc(Cl)c2)CC1 | 7 | -3 | 3 | -14 | 8 | 0 | x | 8 | 0 |
| 23 | CCOc1ccccc1OCCCCOc1ccccc1F | x | 5 | -1 | -1[fluorescence artefact?] | -5 | 5 | 6 | -1 | -10 |
| 24 | Cc1ccc(S(=O)(=O)NCCNC(=O)c2ccccc2)cc1 | 0 | -2 | -5 | 4 | -7 | 3 | 9 | 1 | 9 |

(next part)
| nr | molecule | Rad51 HR inh | FXIa inh | p97 ATPase inh | 14-3-3 Bad PPI | MDM2 E3 inh | eIF4E 4G PPI | FXIIa inh 1536 | Wee1 stabilizer | KLK5 inh |
| --- | --- | --- | --- | --- | --- | --- | --- | --- | --- | --- |
| 25 | O=C1c2ccccc2C(=O)N1CCn1c(=O)oc2ccccc21 | 7 | 4 | 2 | 2 | -18 | 0[fluorescence artefact?] | 4 | 7 | 10 |
| 26 | CCOC(=O)C1=Nc2ccccc2C1=[N+]=[N-] | -4 | 1 | 5 | -20 | -3 | -1 | 5 | -3 | -3 |
| 27 | CCN(CC)CCNC(=O)c1ccc(NC(=O)/C=C/c2cc(OC)c(OC)c(OC)c2)cc1 | -1 | -3 | -4 | -5 | -16 | -11 | 5 | 4 | -1 |
| 28 | CCCn1nc(C(=O)Oc2ccc3c(C)cc(=O)oc3c2)c2ccccc2c1=O | 2 | -1 | -2 | 1 | -4 | 2[fluorescence artefact?] | 5 | 1 | -84 |
| 29 | CCOC(=O)C1CCCN(C(=O)Nc2cccc(Cl)c2)C1 (stereo not drawn) | 4 | -3 | -7 | 1[fluorescence artefact?] | -3 | 0[fluorescence artefact?] | 6 | -1 | -18 |

By substructure: those above with an NH in an aromatic ring.
| nr | molecule | Rad51 HR inh | FXIa inh | p97 ATPase inh | 14-3-3 Bad PPI | MDM2 E3 inh | eIF4E 4G PPI | FXIIa inh 1536 | Wee1 stabilizer | KLK5 inh |
| --- | --- | --- | --- | --- | --- | --- | --- | --- | --- | --- |
| 13 | S=c1[nH]nc(Cc2noc3ccccc23)n1-c1ccc(Cl)cc1 | x | 1 | -1 | -5 | -10 | -1 | 12 | 0 | x |
| 14 | Cc1cc(C)nc(NS(=O)(=O)c2ccc(NC(=O)CSc3nc(-c4ccccc4)c(C#N)c(=O)[nH]3)cc2)n1 | 9 | 5 | 4 | 3 | -7 | 0 | 7 | -3 | -16 |
